HTR2A ag = mouse Htr2a agonists via beta-arrestin recruitment, primary screen, cell-based, luminescence | CHO-K1 mHTR2A beta-arrestin complementation; percent of 30 µM serotonin response | activation, % at 7.6 µM | 360,000 compounds, 0.66% hits;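 active = activation above a run cutoff, the mean activation of all tested compounds plus 3 SD, cut at about 14% in these data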;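 note: 0% = plate median of compound wells and 100% = 30 µM serotonin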
CaV13 ICDI inh = Primary screen for inhibitors of IQ motif and Ca2+-dependent inactivation inhibitor domain binding in CACNA1D, Förster resonance energy transfer in living cells, … | HEK cells, CFP/YFP FRET ICDI-IQ, plate reader, 10 min; percent FRET-ratio fall versus neutral wells | inhibition, % at 12.3 µM | 340,000 compounds, 0.098% hits | AID 743397;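 active = mean replicate inhibition of at least 30% and at least 1% of replicates passing that level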;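 note: 0% = median of the neutral control wells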
Glyco luc inh = increase of ERlucT glycosylation luciferase signal, primary screen, N-linked glycosylation inhibitor project, D54 ERlucT cells, luminescence, set 2; reporter increase, % at 12.5 µM; AID 588692, 2011; 360,000 compounds, 0.23% hits; D54 ERlucT glycosylation luciferase reporter, 24 h; percent of 100 nM tunicamycin response;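 active = mean luciferase reporter signal, scaled so untreated is 0 and the glycosylation-blocking control 100, at or above a set limit in every replicate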;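 note: luciferase carries N-glycosylation sites so blocking glycosylation raises the light; 0% = median of neutral control wells and 100% = median of 100 nM tunicamycin wells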
Cardio protect = cardioprotection against H2O2-induced cell death, primary screen, uHTS, H9c2 cells, ATPLite luminescence; AID 588492, 2011; H9c2 cardiomyocytes, H2O2 injury protection, 2 h; protection from H2O2 cell death, % at 20 µM; 360,000 compounds, 0.63% hits;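 active = compounds giving at least 50% protection of heart cells from peroxide-induced death in the single-dose screen, raw or plate-pattern-corrected value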;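 note: 0% = DMSO wells with peroxide and 100% = DMSO wells without peroxide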
Granule exo inh = LAMP-1 surface exposure blockers, TALL-104 cells – cell-based, flow cytometry, MLPCN library, primary screen; AID 651702, 2012; 360,000 compounds, 0.66% hits; inhibition, % at 10 µM; TALL-104 LAMP-1 surface exposure; cells stimulated with thapsigargin and PMA;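 active = inhibition above about 55%, limit read from the data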
MC4R barr agon = MC4R agonists recruiting beta-arrestin, primary screen, cell-based, luminescence, agonist arm of biased-ligand search | activation, % at 8.9 µM | U2OS MC4R beta-arrestin complementation; percent of melanotan II response, DMSO zero | Melanocortin receptor 4 (Homo sapiens), P32245 | AID 540308, 2011 | 360,000 compounds, 0.98% hits;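 active = activation above a per-plate cutoff, the mean activation of sample wells on that plate plus 3 SD, cut at about 8% in these data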
PDI turbidity = inhibitors of human PDI, primary screen, biochemical, turbidity, single point, plate reader; 350,000 compounds, 0.052% hits; PDI insulin aggregation turbidity, A650, 90 min; inhibition, % at 10 µM; Protein disulfide-isomerase (Homo sapiens), P07237;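 active = mean inhibition across replicates of 30% or more, whatever share of single replicates reach that level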;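 note: absorbance from insulin aggregation driven by PDI reduction with DTT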
MC4R antag cAMP = MC4R antagonists of cAMP signaling, primary screen, cell-based, TR-FRET, antagonist arm of biased-ligand search. MC4R-expressing cells, MTII-stimulated cAMP, LANCE TR-FRET. inhibition, % at 6.5 µM. 360,000 compounds, 0.48% hits. AID 540295, 2011;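 active = inhibition above its plate's cutoff, the mean of tested wells on that plate plus 3 SD, cut at about 29% in these data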;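 note: 0% = Melanotan II alone and 100% = Melanotan II plus saturating MCL0020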
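Material – human MC4R-expressing U2OS cells · Repeats – no replicates · Detection – TR-FRET with Eu-cAMP and labeled anti-cAMP, 671 nm · Times – compound 30 min, challenge 1 h, detection 1 h · Compound – single nominal compound dose of 6.5 µM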
ABHD5 PLIN5 PPI = ABHD5-PLIN5 interaction inhibitors, primary screen, cell lysate, split luciferase complementation, luminescence; Perilipin-5 (Homo sapiens) + 1-acylglycerol-3-phosphate O-acyltransferase ABHD5 (Homo …; Split G. princeps luciferase complementation, 4 h; inhibition, % at 4 µM; 360,000 compounds, 0.78% hits; AID 602281, 2012;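 active = inhibition above the mean inhibition across every tested compound plus 3 SD, cut at about 22% in these data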;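 note: 0% = DMSO only wells and the 100% control is not disclosed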
Target sequence (Q00G26 whole entry, looked up): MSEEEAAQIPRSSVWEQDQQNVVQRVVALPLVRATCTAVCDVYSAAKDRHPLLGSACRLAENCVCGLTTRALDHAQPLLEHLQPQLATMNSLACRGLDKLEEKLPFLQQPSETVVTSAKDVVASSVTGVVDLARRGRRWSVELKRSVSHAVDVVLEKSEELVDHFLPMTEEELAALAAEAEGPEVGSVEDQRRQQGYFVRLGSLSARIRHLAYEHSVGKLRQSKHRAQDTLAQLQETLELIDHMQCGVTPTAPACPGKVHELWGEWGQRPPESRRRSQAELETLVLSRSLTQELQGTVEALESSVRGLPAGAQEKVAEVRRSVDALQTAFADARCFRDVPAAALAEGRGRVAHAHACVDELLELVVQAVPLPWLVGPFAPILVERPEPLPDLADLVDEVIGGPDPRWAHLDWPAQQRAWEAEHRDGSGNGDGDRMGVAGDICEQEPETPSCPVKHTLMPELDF
Target sequence (Q8WTS1 whole entry, looked up): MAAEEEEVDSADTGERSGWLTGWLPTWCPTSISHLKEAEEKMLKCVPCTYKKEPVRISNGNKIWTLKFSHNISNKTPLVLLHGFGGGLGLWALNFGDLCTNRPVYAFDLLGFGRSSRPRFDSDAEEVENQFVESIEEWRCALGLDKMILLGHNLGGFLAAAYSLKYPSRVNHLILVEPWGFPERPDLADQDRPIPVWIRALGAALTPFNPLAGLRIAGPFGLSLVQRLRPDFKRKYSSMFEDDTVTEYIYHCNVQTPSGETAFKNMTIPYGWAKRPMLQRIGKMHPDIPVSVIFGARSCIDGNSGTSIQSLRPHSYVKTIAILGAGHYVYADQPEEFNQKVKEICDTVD
ABCB6 inh 2 = ABCB6 transporter inhibitors, primary screen, K562-ABCB6 cells, flow cytometry, MLPCN library; AID 602162, 2011; 360,000 compounds, 0.19% hits; fluorescence ratio to DMSO, % at 10 µM; K562-ABCB6 porphyrin accumulation, 1 h; hits give low values; ATP-binding cassette sub-family B member 6 (Homo sapiens), Q9NP58;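 active = fluorescence ratio to DMSO below 75%, the collection mean minus 3 SD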;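 note: signal is porphyrin accumulated inside mitochondria; 100% equals median channel fluorescence of DMSO control wells; lower ratio means ABCB6 inhibition with less porphyrin fluorescence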
An asterisk follows results filed as active; / = not tested or not shown.

SMILES	HTR2A ag	CaV13 ICDI inh	Glyco luc inh	Cardio protect	Granule exo inh	MC4R barr agon	PDI turbidity	MC4R antag cAMP	ABHD5 PLIN5 PPI	ABCB6 inh 2
CC(C)c1cccc(OCCN2CCCC2)c1	-2	-5	1	0	-4	-1.5	-1	-3	3	98
O=C(NC12CC3CC(CC(C3)C1)C2)c1ccc(N2CCNCC2)c([N+](=O)[O-])c1	-4	-5	-5	9	18	-3.1	3	8	1	88
CN1CCN(c2nc(-c3cccc([N+](=O)[O-])c3)nc3ccccc23)CC1	-12	-19	3	11	-6	-0.3	-26	-1	1	97
Cc1nnc(N/N=C/c2ccccc2F)n1N	-4	-20	6	-4	11	-0.9	-2	4	-33	98
CCN1CCN(c2nc3ccccn3c(=O)c2/C=C(\C#N)S(=O)(=O)c2ccccc2)CC1	-5	-6	-3	2	-1	-1.8	5	5	1	113
COc1cccc(CC2(CO)CCCN(Cc3ccc4c(c3)OCCO4)C2)c1 (configuration not stated)	-5	-16	1	-11	2	-0.8	-2	0	-2	100
CCN(CC)C(=O)C1CCCN(C(=O)c2ccc3nc(-c4cccc(OC)c4)oc3c2)C1 (configuration not stated)	2	-5	0	5	-4	2.9	2	9	-10	101
Cc1cc2ncn(C(=O)c3ccc(F)cc3)c2cc1C	6	-5	2	-1	17	-0.2	7	-2	2	100
CC(C)c1nc(N2CCOCC2)c(C#N)c2c1COC(C)(C)C2	2	/	-1	2	-3	1.9	-18	2	-4	98
NC(N)=NCC(O)CN(c1ccccc1)c1ccccc1 (configuration not stated)	-3	-22	5	-1	-2	2.2	3	4	9	101
COc1ccc(OC)c(C(=O)c2ccc(Cl)cc2)c1	6	5	-4	-7	6	-0.2	8	-3	-3	99
COCCSc1nnc(NC(=O)C2CCCCC2)s1	3	-3	-3	1	-1	0.3	-4	-1	3	98
CCCN(CCC)S(=O)(=O)c1ccc(N2CCCC2=O)c([N+](=O)[O-])c1	1	-3	3	8	0	-2.5	-5	4	-2	99
NS(=O)(=O)c1ccc(NC(=O)CN2CCN(S(=O)(=O)/C=C/c3ccccc3)CC2)cc1	-2	-4	-1	0	-6	1.3	-5	-4	7	98
O=C(CSc1nnc(-c2ccco2)o1)NCCc1ccccc1	6	-1	0	2	-2	0.0	-1	4	0	95
O=C(c1cc(-c2ccc(F)cc2)nc2ccccc12)N1CCN(C2CCS(=O)(=O)C2)CC1 (configuration not stated)	6	-5	1	-6	-3	-2.1	-1	5	-6	97
Cc1ccccc1NC(=O)N1CCN(c2ncccn2)CC1	3	1	1	0	1	-0.5	-4	15	-1	104
O=C(NCc1ccccc1)c1cccc(COc2ccccc2Cl)c1	-12	-5	-3	-11	1	-2.4	-1	8	-6	83
CC(=O)c1cccc(Nc2nc(-c3sc(C)nc3C)cs2)c1	2	-2	11	41	15	0.8	-3	10	-8	91
CC(C)CCNC(=O)CCCc1ccccc1	3	3	-1	4	-4	-1.6	7	-3	1	97
CCOc1cc(N2CCOCC2)c(OCC)cc1NC(=O)Cc1cccc(OC)c1	0	0	-1	11	-7	-0.2	-4	8	-3	104
Nc1ncc2c(n1)-c1cc(Cl)ccc1SC2	1	1	1	5	0	2.1	-2	0	7	94
Cc1cnc(C(=O)OCC(=O)c2cccc3ccccc23)cn1	12	-2	3	-1	17	0.0	-1	4	1	99
CCCCOC(=O)c1ccc(NC(=O)c2cnccn2)cc1	12	-5	-1	-6	0	-0.3	0	-4	4	100
O=C1c2cccc3c([N+](=O)[O-])ccc(c23)C(=O)N1c1nccs1	0	-17	-3	-23	85*	-5.6	-5	-60	11	187

Four compounds out of the list, ordered by SMILES length, falling:
SMILES	HTR2A ag	CaV13 ICDI inh	Glyco luc inh	Cardio protect	Granule exo inh	MC4R barr agon	PDI turbidity	MC4R antag cAMP	ABHD5 PLIN5 PPI	ABCB6 inh 2
CCCCOC(=O)c1ccc(NC(=O)c2cnccn2)cc1	12	-5	-1	-6	0	-0.3	0	-4	4	100
Cc1cc2ncn(C(=O)c3ccc(F)cc3)c2cc1C	6	-5	2	-1	17	-0.2	7	-2	2	100
NC(N)=NCC(O)CN(c1ccccc1)c1ccccc1 (configuration not stated)	-3	-22	5	-1	-2	2.2	3	4	9	101
CC(C)CCNC(=O)CCCc1ccccc1	3	3	-1	4	-4	-1.6	7	-3	1	97

The listing picks up, repeating the 2 entries before the break.
SMILES	HTR2A ag	CaV13 ICDI inh	Glyco luc inh	Cardio protect	Granule exo inh	MC4R barr agon	PDI turbidity	MC4R antag cAMP	ABHD5 PLIN5 PPI	ABCB6 inh 2
CCCCOC(=O)c1ccc(NC(=O)c2cnccn2)cc1	12	-5	-1	-6	0	-0.3	0	-4	4	100
O=C1c2cccc3c([N+](=O)[O-])ccc(c23)C(=O)N1c1nccs1	0	-17	-3	-23	85*	-5.6	-5	-60	11	187
O=C(NC(=S)Nc1ccc(S(=O)(=O)Nc2nccs2)cc1)c1ccccc1	-6	-3	1	1	-8	0.1	4	19	-2	96
COc1cc(OC)c2c(-c3ccccc3)cc(=O)oc2c1C(CCN1CCCC(C)C1)c1ccc(N(C)C)cc1 (configuration not stated)	-14	-8	-10	-22	-3	1.8	9	-1	20	95
CCOC(=O)Cc1ncccc1C(=O)Nc1ccc(OC(F)(F)F)cc1	-3	-2	-2	24	-2	-0.5	5	21	0	94
O=C(COc1ccc(S(=O)(=O)N2CCOCC2)cc1Cl)NC1CC1	-1	-3	3	4	-6	-3.5	-21	11	-2	96
COc1cc(OC)cc(C(=O)N[C@H](C(=O)Nc2ccc3c(c2)OCO3)C(C)C)c1	2	-2	-2	-2	1	-1.1	11	6	6	92
CCCCSCCCNC(=O)Nc1cccc(OC)c1	-4	-10	0	-15	3	0.3	-1	2	-6	96
CCOC(=O)N1CCN(C(=O)COC(=O)c2ccc(S(=O)(=O)N(CC)CC)cc2)CC1	-5	-2	1	-1	6	-0.5	-5	2	1	99
Cc1ccc(N2C(=O)CCC2(C(N)=O)c2ccccc2)cc1 (configuration not stated)	0	-6	0	1	-1	-1.2	4	-4	1	97
CN(C)CCN[C@H]1CCC2C3CC=C4C[C@@H](O)CC[C@]4(C)C3CC[C@@]21C (some centres not stated)	2	-10	-4	-2	8	0.0	-7	2	-2	103
Cc1nc(C)c(C(=O)C2=C(O)C(=O)N(CCN3CCOCC3)C2c2cccnc2)s1 (configuration not stated)	-6	-5	1	8	3	-0.7	10	9	-1	102
CC(C)NC(=O)COc1coc(CN2CCN(Cc3ccccc3)CC2)cc1=O	-5	-3	1	-1	-14	-2.8	4	8	-2	104
COc1ccc(NC(=O)C2CC2)cc1NS(=O)(=O)c1ccc(F)cc1	1	-5	0	-2	2	-0.7	4	8	4	89
Cc1ccc(NC(=O)c2ccc3c(=O)n4c(nc3c2)CCC4)cc1S(=O)(=O)N(C)C	-4	-4	-2	8	-3	-1.9	0	3	-1	94
Cc1cccc(N2C(=O)C3C4CC(C(Br)C4Br)C3C2=O)n1 (configuration not stated)	-2	-5	1	2	3	-2.4	-3	1	4	99
COc1ccc(CNC(=O)CCSCc2ccccc2C)cc1	-2	-7	3	1	-1	0.1	-4	8	4	96
CCOc1cc(S(=O)(=O)N2CCN(S(=O)(=O)CC)CC2)c(OCC)cc1-n1cnnn1	0	-13	3	9	-2	-2.0	1	8	9	100
COc1ccc(Cc2nc(C)cc(Cl)n2)cc1[N+](=O)[O-]	0	-5	0	0	-1	-1.6	8	17	1	92
CCN1/C(=C2\OC(=S)N(C)C2=O)C=Cc2ccccc21	2	-4	1	4	-4	-0.3	0	0	0	98
O=C(CCCOc1ccccc1)Nc1ccc2c(c1)OCCO2	-2	/	2	7	-2	-0.8	-3	-1	-5	96
Cc1ccccc1-c1nc(CS(=O)CC(=O)NCCCN(C)c2ccccc2)c(C)o1 (configuration not stated)	-1	-6	-1	-3	-4	-0.2	3	1	4	91
Oc1ccc(N=Cc2ccc(O)c(O)c2)cc1	-5	/	4	-5	13	-2.2	15	-4	20	96
Cc1ccc(S(=O)(=O)N2C3CCCCC3O[C@H]2CC(=O)c2cccc3ccccc23)cc1 (some centres not stated)	0	-6	/	/	-3	/	/	/	2	/
Cc1onc(-c2ccccc2)c1C(=O)N/N=C/c1ccc([N+](=O)[O-])s1	0	-9	2	-8	-3	-1.8	-4	1	-6	104
S=C1CCC(c2ccc(Cl)cc2)=NN1c1ccccc1	-1	-4	-2	-5	-4	2.8	1	7	3	97
COc1ccccc1C(=O)NC(CCSC)C(=O)OC(C)C(=O)NC1CC1 (configuration not stated)	-4	-5	2	-2	-4	-1.6	6	7	3	102
CCCNC(=O)C1(C)CCN1C(=O)C1(c2ccccc2)CC1 (configuration not stated)	-1	-6	-1	3	12	1.1	21	8	-8	99
O=C(Nc1nnc(Cc2ccccc2)s1)Nc1ccccc1F	-1	-6	-1	-1	0	3.0	3	2	-3	95

Some values from the list.
Entry of S=C1CCC(c2ccc(Cl)cc2)=NN1c1ccccc1 in Cardio protect: -5
Entry of Cc1ccc(S(=O)(=O)N2C3CCCCC3O[C@H]2CC(=O)c2cccc3ccccc23)cc1 (some centres not stated) in ABHD5 PLIN5 PPI: 2
Entry of Cc1onc(-c2ccccc2)c1C(=O)N/N=C/c1ccc([N+](=O)[O-])s1 in Glyco luc inh: 2
Entry of COc1ccccc1C(=O)NC(CCSC)C(=O)OC(C)C(=O)NC1CC1 (configuration not stated) in ABHD5 PLIN5 PPI: 3
Entry of CCN1/C(=C2\OC(=S)N(C)C2=O)C=Cc2ccccc21 in PDI turbidity: 0

High-throughput results (PubChem)

Rows were taken by chance; overall some 4.2% were active at least once.
